Screening data (PubChem BioAssay)
HSF1 inh: HSF1 inhibitors in luciferase reporter cells, primary screen, cell-based, NIH3T3, luminescence; activity change, negative = inhibition, % at 7.5 µM (by protocol); NIH3T3-HGL HSE-luciferase, MG132-induced, luminescence 8 h; stronger effect = lower value; 300,000 compounds, 0.77% hits;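 active = more than half of replicate wells show activity change below -50%, luminescence cut by over half; inconclusive = some wells, but at most half, below -50%; inactive = no replicate well below -50%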;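 also: luciferase reports HSF-1 transcriptional activity via heat shock element; 0% = median of DMSO wells and -100% = zero luminescence signal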
GSK3B inh: human GSK3beta kinase inhibitors, primary screen, biochemical, cell-free homogeneous, HTS; GST-GSK3beta kinase, ADP-Glo luminescence, 60 min; stronger effect = lower value; activity score (negative = inhibition), % at 10 µM; 300,000 compounds, 0.038% hits; AID 2097, 2009;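 active = more than half of replicate wells score below -50%, meaning over 50% inhibition versus plate controls; inconclusive = some replicates but at most half score below -50%; inactive = no replicate scores below -50%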;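 also: 0% = median DMSO wells and -100% = median GW8510 positive control wells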
Target sequence (P49841 whole entry, looked up): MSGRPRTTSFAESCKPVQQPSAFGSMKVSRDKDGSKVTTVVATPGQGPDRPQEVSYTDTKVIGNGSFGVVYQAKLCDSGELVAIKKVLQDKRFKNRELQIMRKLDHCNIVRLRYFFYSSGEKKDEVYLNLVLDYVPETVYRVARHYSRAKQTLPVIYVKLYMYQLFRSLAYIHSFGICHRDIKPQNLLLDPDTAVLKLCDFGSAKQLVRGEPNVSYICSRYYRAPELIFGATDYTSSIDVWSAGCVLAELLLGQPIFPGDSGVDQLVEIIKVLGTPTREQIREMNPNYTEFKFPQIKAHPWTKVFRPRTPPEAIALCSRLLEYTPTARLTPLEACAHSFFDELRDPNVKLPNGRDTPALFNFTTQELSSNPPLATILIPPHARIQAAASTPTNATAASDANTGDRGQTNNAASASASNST
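Test system: GST-fused GSK3beta enzyme, cell-free | Quantity: 1.6 ng GST-GSK3beta enzyme per well | Reagent: 25 µM ATP with peptide substrate | Schedule: 60 min enzyme reaction, room temperature | Signal: Luminescent ADP-Glo measurement of ADP formed | Read-out basis: Score relative to plate controls | Control set: DMSO and 20 µM GW8510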
HDAC3 inhib: HDAC3 deacetylase inhibitors, primary screen, biochemical, fluorescence, cell-free homogeneous; inhibition, % at 8.3 µM; AID 2718, 2010; recombinant HDAC3, fluorogenic peptide/trypsin coupled; Histone deacetylase 3 (Homo sapiens), O15379; 320,000 compounds, 0.15% hits; in the data active = inhibition above about 26%, passing the limit was not always enough; inconclusive = no clear call, values can overlap the other calls
PolyA inh: polyadenylation inhibitors in yeast reporter cells, primary screen, luminescence, S. cerevisiae; AID 1875, 2009; S. cerevisiae SKY197-pL101 polyadenylation reporter, beta-gal luminescence; efflux-impaired pdr1/pdr3 knockout yeast; score 100 = 6 SD above DMSO; calls only at 12 µM; 300,000 compounds, 0.02% hits;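 active = lowest replicate activity score at least 50, where 100 means six control SD above control mean; inconclusive = lowest score under 50 but half or more replicates reach 50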;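 also: yeast exposed to compound for 9 h at 30 °C; higher score means more reporter readthrough which indicates perturbed polyadenylation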
HSP90 inh: HSP90 inhibitors, primary screen, cell lysate, luminescence. Heat shock protein HSP 90 (rabbit reticulocyte lysate; luciferase refolding). Rabbit reticulocyte lysate, luciferase refolding luminescence, 3 h. inhibition, % at 5.6 µM. 290,000 compounds, 0.91% hits;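 active = inhibition above the screen-wide mean plus 3 SD, computed separately per campaign, cut at about 16% in these data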;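 also: 0% = DMSO wells and 100% = 60 µM geldanamycin wells; inhibitors lower the luminescence because luciferase stays unfolded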
HSF1 activator: HSF-1 activators, primary screen, NIH3T3-HGL cells, MG132 stress, luminescence, single point; NIH3T3-HGL HSF-1 luciferase reporter, 8 h; 100% = twice DMSO control signal; activation, % at 9 µM; 300,000 compounds, 1.7% hits;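 active = mean replicate activation of at least 50% with a set share of replicates each reaching 50%; inconclusive = only one of those two conditions met; inactive = mean below 50% and too few replicates reaching it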;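 also: 0% = median of the neutral control wells and 100% = twice that signal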
Platelet DG rel: inhibitors of platelet dense granule secretion, primary screen, cell-based, MLPCN, human platelets; inhibition, %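 (compounds screened at 7.5 µM in platelet-rich plasma)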; 300,000 compounds, 0.22% hits; human platelet-rich plasma, SFLLRN dense granule ATP release, luminescence;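 active = mean replicate score, as percent of positive control, at or above 50; inconclusive = mean below 50 but at least one replicate at or above 50; inactive = mean and every replicate below 50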
GSK3 alpha inh: blockers of GSK3A enzyme activity – biochemical, luminescence, cell-free homogeneous, HTS, primary screen. AID 2650, 2010. inhibition, % at 10 µM. Glycogen synthase kinase-3 alpha (Homo sapiens), P49840. 320,000 compounds, 0.1% hits. GSK-3 alpha kinase, ADP-Glo luminescence, 60 min;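 in the data active = inhibition above about 50%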;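 also: GST-tagged GSK-3 alpha with peptide substrate and 25 µM ATP; 0% = DMSO neutral wells and 100% = GW8510 positive control wells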
Target sequence (P49840 whole entry, looked up): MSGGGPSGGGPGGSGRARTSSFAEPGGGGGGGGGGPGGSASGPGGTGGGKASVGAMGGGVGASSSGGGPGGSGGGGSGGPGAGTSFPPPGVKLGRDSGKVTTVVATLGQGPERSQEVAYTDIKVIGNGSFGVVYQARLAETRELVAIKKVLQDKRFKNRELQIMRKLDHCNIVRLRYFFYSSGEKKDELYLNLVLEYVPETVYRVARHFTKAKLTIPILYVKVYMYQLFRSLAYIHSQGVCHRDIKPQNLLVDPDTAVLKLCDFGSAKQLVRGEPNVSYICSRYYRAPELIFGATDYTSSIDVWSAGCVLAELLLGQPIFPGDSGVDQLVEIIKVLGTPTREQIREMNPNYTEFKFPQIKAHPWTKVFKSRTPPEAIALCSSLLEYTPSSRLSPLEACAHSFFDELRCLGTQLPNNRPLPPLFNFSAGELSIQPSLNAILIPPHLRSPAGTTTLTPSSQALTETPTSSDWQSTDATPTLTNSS
Dyrk1A ADPGlo: rat Dyrk1A kinase inhibitors, primary screen, biochemical, single point, plate reader. ADP-Glo luminescence, NFATc1 peptide. inhibition, % at 12.5 µM. 310,000 compounds, 0.43% hits. AID 504441, 2011; in the data active = inhibition above about 50%;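 also: plate controls were vehicle with enzyme for no effect and no enzyme for full effect; many of its hits are not listed in these tables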
AI-2 QS modul: Vibrio harveyi AI-2 quorum sensing modulators, primary screen, JMH597 strain, luminescence/OD600 ratio | Vibrio harveyi JMH597 AI-2 luminescence/OD600 ratio, 9 h; stronger effect = lower value; strain lacks LuxN and CqsS sensors; 0 = neutral-control median | activity change, % at 7.5 µM | 300,000 compounds, 0.4% hits; in the data active = activity change below about -75%, passing the limit was not always enough; inconclusive = no clear call, values can overlap the other calls;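 also: luminescence divided by OD600 gain over 9 h not by final OD600 alone; inactives centre near 13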
* = called active by the depositor; i = inactive; ? = inconclusive; . = not tested or not shown.

cpd	HSF1 inh	GSK3B inh	HDAC3 inhib	PolyA inh	HSP90 inh	HSF1 activator	Platelet DG rel	GSK3 alpha inh	Dyrk1A ADPGlo	AI-2 QS modul	SMILES
1	-1	2	7	i	-8	3	5	-3	-2	-8	CNc1nc(C)c(C#N)cc1C(C)=O
2	-6	-3	.	i	2	-1	5	0	14	9	CC(=O)Nc1ccc(NC(=O)c2c(C)nc3ccccn23)cc1
3	2	0	-2	i	0	16	10	-1	-14	7	Cc1cc(N)nc2nc(C(F)(F)F)nn12
4	2	2	.	i	.	3	5	.	3	13	Cc1cccc(C(=O)NCC(c2cccs2)N2CCOCC2)c1 (stereo not drawn)
5	-79*	-2	0	i	2	-82	-8	0	-2	4	O=C(Cn1nc(-c2ccccc2)ccc1=O)N1CCCCC1
6	-4	5	9	i	1	1	1	-2	-1	5	COc1ccc(N(C)C(=O)c2cnc(N3CCN(c4ncccn4)CC3)c3ccccc23)cc1
7	2	1	1	i	1	-6	0	2	-4	35	Cc1ccc(CN2CCN(Cc3ccc4ncccc4c3)CC2CCO)cc1 (stereo not drawn)
8	0	1	10	i	2	17	-1	1	-2	25	Cn1ccnc1Sc1ccc(C(N)=O)cc1[N+](=O)[O-]
9	0	4	.	i	.	3	-2	-1	-3	16	Cc1cc(NC(=O)COc2coc(CN3CCN(c4ccccc4)CC3)cc2=O)no1
10	-2	0	0	i	-1	-16	1	1	0	10	O=C(CN1C(=O)CCC1=O)Nc1nc2c(F)cc(F)cc2s1
11	-4	1	0	i	-1	-16	0	-1	0	32	NC(=O)c1c(NC(=O)CSc2nc3c(c(C(F)(F)F)n2)CCc2ccccc2-3)sc2c1CCCC2
12	1	-1	5	i	1	6	-2	-2	1	7	CC(=O)OC1COC(N2CCc3cc(Br)c([N+](=O)[O-])cc32)C(OC(C)=O)C1OC(C)=O (stereo not drawn)
13	2	-3	-3	i	-3	5	0	-6	-3	1	Cc1ccc(N2C(=O)CN(Cc3cccs3)C2=S)cc1C
14	-3	3	3	i	-1	8	0	-6	-4	53	Cc1ccc(C(=O)NS(=O)(=O)c2ccc(C)cc2)cc1
15	-6	2	-6	i	.	1	.	-2	0	15	CCOC(=O)c1cc(NC(=O)Cc2ccc(S(=O)(=O)N3CCOCC3)s2)cc(C(=O)OCC)c1
16	6	-2	-3	i	-1	26	-5	2	4	7	CC(=O)NC(Cc1ccccc1)C(=O)NC(Cc1ccccc1)C(=O)O (stereo not drawn)
17	-20	-1	-3	i	-3	-39	9	-3	-3	5	O=C1CCC(=O)N1CN(C(=O)c1ccco1)c1ccccc1
18	0	2	0	i	20*	-13	1	-1	4	3	O=C(Nc1ccccc1C(=O)O)c1ccc(N2C(=O)C3CC=CCC3C2=O)cc1 (stereo not drawn)
19	0	0	.	i	.	7	1	-4	9	13	O=C(COC(=O)c1cccc(-n2cnnn2)c1)c1ccc(F)cc1
20	-6	3	-4	i	.	-4	-9	-1	9	10	O=C(CN1C(=O)C2CC=CCC2C1=O)Nc1ccccc1N1CCCC1 (stereo not drawn)
21	20	4	-21	i	-3	?	-1	-1	1	25	COc1ccc(NC(=O)Cn2nnc(-c3ccccc3NC(=O)c3cccs3)n2)cc1
22	1	-2	2	i	6	10	-7	0	5	30	COc1ccccc1NC(=O)C1CCC(CNc2c(N3CCCCC3)c(=O)c2=O)CC1 (stereo not drawn)
23	-5	4	-2	i	0	-5	12	2	2	19	COC(=O)c1ccccc1S(=O)(=O)NC(=O)c1ccccc1
24	-3	-2	1	i	-2	2	5	4	3	6	CCOc1cc(/C=C2/SC(=S)N(Cc3ccccc3)C2=O)ccc1O
25	13	3	1	i	0	5	-6	1	-4	14	Cc1cc(C)c(C)c(S(=O)(=O)NCc2ccc(C(=O)N3CCCCC3)cc2)c1C
26	0	-3	-2	i	8	-13	-1	-1	-1	-26	CN(C)c1ccc(C2CNC(c3ccc(Cl)c([N+](=O)[O-])c3)c3[nH]c4ccccc4c32)cc1 (stereo not drawn)
27	-4	0	4	i	-1	9	10	-1	6	24	CCCC(=O)c1cc(F)c(N2CCN(CCC#N)CC2)cc1C
28	1	-1	6	i	.	2	1	-2	12	19	CCCCn1nc(C(=O)N2CCN(S(=O)(=O)c3ccccc3)CC2)c2ccccc2c1=O
29	-5	-4	-4	i	0	15	-4	.	11	20	CCOC(=O)c1sc(C)c2c(=O)n(CCc3ccccc3)nnc12
30	7	1	-1	i	3	1	-12	-2	-7	7	CC1CCN(CCCNC(=O)C2CCN(S(=O)(=O)N3CCCCC3)CC2)CC1
31	22	2	3	i	0	63*	-13	-3	-7	31	CCCCCC[n+]1c(-c2ccccc2)csc1Nc1ccccc1
32	5	-5	-2	i	-9	11	-10	-6	16	9	CCN1C(=O)/C(=C\c2ccc(F)cc2)N=C1SCC(=O)NCc1ccco1
33	5	-3	2	i	4	30	1	1	-2	2	O=C(Cc1ccc(-c2ccccc2)cc1)NNC(=S)NCc1ccco1
34	3	-2	-6	i	-2	-2	0	.	0	22	Cc1cc2oc(=O)c3c(c2cc1OCc1nn[nH]n1)CCCC3
35	2	-4	9	i	-3	35	0	-4	0	29	COC(=O)COc1ccc(S(=O)(=O)Nc2ccc3c(c2)OCO3)cc1
36	7	2	-1	i	-9	3	1	-9	6	23	C=CCNC(=O)c1onc(CSc2ccc(F)c(F)c2)c1C(=O)O
37	-2	3	-11	i	-2	-9	-1	-3	.	21	Cn1ccc(C(=O)OCC(=O)Nc2cccc3ccccc23)n1
38	5	0	-1	i	-3	11	1	0	-1	20	COC(=O)c1ccccc1NC(=O)CSc1nncn1-c1cccnc1
39	2	0	-13	i	1	-7	-1	-2	1	14	Cc1ccc(S(=O)(=O)N2CCN(C(=O)CSc3nc4ccccc4c(=O)[nH]3)CC2)c(C)c1
40	11	2	-3	i	-2	14	-6	-1	-7	2	CNC(=O)c1c(NC(=O)c2ccco2)sc2c1CCCC2
41	0	-1	-1	i	.	-3	-17	-1	0	13	Cc1ccc(S(=O)(=O)Nc2cccc(C(=O)NCC3(N4CCCCC4)CCCCC3)c2)cc1F
42	21	1	3	i	1	24	12	-8	6	1	CC(Cc1cccs1)NC(=O)Nc1ccc(Cl)c(Cl)c1 (stereo not drawn)
43	-14	-3	-1	i	2	-24	12	0	.	-8	Clc1ccc(Cc2ccccc2)nn1
44	6	2	2	i	.	18	-4	0	5	32	Cc1ccccc1COc1ccc(/C(O)=C2/C(=O)C(=O)N(CCCn3ccnc3)C2c2ccco2)cc1 (stereo not drawn)
45	14	0	5	i	-2	14	2	-3	0	8	O=C(NCCc1ccccc1)c1cnc(Cl)c(Cl)c1
46	0	2	-4	i	-2	16	1	6	-1	24	CCC(COC(=O)Nc1ccccc1)NC(=O)OC(C)C (stereo not drawn)

Just HSF1 activator, for some of the entries so far:
entry | Compound | HSF1 activator
44 | Cc1ccccc1COc1ccc(/C(O)=C2/C(=O)C(=O)N(CCCn3ccnc3)C2c2ccco2)cc1 (stereo not drawn) | 18
46 | CCC(COC(=O)Nc1ccccc1)NC(=O)OC(C)C (stereo not drawn) | 16

An excerpt from above in order of length of the SMILES, largest number first.
cpd	HSF1 inh	GSK3B inh	HDAC3 inhib	PolyA inh	HSP90 inh	HSF1 activator	Platelet DG rel	GSK3 alpha inh	Dyrk1A ADPGlo	AI-2 QS modul	SMILES
44	6	2	2	i	.	18	-4	0	5	32	Cc1ccccc1COc1ccc(/C(O)=C2/C(=O)C(=O)N(CCCn3ccnc3)C2c2ccco2)cc1 (stereo not drawn)
39	2	0	-13	i	1	-7	-1	-2	1	14	Cc1ccc(S(=O)(=O)N2CCN(C(=O)CSc3nc4ccccc4c(=O)[nH]3)CC2)c(C)c1
41	0	-1	-1	i	.	-3	-17	-1	0	13	Cc1ccc(S(=O)(=O)Nc2cccc(C(=O)NCC3(N4CCCCC4)CCCCC3)c2)cc1F
42	21	1	3	i	1	24	12	-8	6	1	CC(Cc1cccs1)NC(=O)Nc1ccc(Cl)c(Cl)c1 (stereo not drawn)
45	14	0	5	i	-2	14	2	-3	0	8	O=C(NCCc1ccccc1)c1cnc(Cl)c(Cl)c1
43	-14	-3	-1	i	2	-24	12	0	.	-8	Clc1ccc(Cc2ccccc2)nn1

These rows are one share of the data, so the mix of outcomes need not match the whole.
